# CHT block: inhibitors of human choline transporter CHT | Q9GZV3 | CHT-expressing cells, membrane potential dye, choline response; active compounds read low | B-score at 10 µM | hit rate 0.86% among 310,000 | AID 488975;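 active = B-score over 3 SD under the library average, and starting fluorescence ratio not unusually high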;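 note: choline stimulus applied at its EC90 after an EC20 pre-addition; B-score computed on integrated fluorescence ratio after choline addition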
# Target sequence (Q9GZV3 whole entry, looked up): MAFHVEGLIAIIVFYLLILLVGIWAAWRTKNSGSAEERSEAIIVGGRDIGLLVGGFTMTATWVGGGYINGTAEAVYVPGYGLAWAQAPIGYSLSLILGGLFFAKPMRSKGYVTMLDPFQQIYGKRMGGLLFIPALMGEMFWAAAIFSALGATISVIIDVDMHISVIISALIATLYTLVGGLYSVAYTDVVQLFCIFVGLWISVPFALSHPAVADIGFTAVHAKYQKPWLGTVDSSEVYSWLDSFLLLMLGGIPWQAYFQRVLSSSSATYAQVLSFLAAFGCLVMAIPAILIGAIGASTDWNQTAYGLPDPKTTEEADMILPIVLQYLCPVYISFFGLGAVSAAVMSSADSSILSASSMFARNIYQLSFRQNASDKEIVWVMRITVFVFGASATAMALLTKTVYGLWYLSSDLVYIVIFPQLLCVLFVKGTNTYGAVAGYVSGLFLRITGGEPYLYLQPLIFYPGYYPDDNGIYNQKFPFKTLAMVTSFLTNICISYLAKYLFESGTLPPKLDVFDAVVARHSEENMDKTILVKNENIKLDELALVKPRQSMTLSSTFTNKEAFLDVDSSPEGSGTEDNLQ
# KCNQ2 inh: KCNQ2 channel blockers in CHO-K1 cells – cell-based, FluxOR thallium flux, B-score, primary screen (AID 2156); hit rate 1.1% among 310,000; B-score at 10 µM; 20 min; active compounds read low; O88943;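 active = fluorescence ratio B-score at most minus 3 library SDs, with starting brightness B-score within 2 library SDs, cut at about -5.5 in these data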
# An asterisk follows results filed as active; i = inactive; x = no result given.
# Below each SMILES: KCNQ2 inh | CHT block
CCOC(=O)C1=CC(=C2C(=O)N(CC)C(=S)N(CC)C2=O)c2ccccc2O1
    i | i
CCOC(=O)c1c(C)n(CCOC)c2ccc(O)cc12
    i | i
COc1ccc(OC)c(CC(=O)N(C)C2CCCN(Cc3ccccc3F)C2)c1 (stereo not given)
    i | i
CC(=O)NNC(=O)CN1C(=O)CN=C(c2ccccc2)c2cc(Br)ccc21
    i | i
CCCCCCC(Cl)(Cn1ccnc1)c1ccccc1 (stereo not given)
    i | i
CC/C(=N\NC(=O)c1ccccc1Cl)c1c(O)n(C2CCCCC2)c(=O)[nH]c1=O
    i | i
O=[N+]([O-])c1cc(Cl)c(O)c(-[n+]2c(-c3ccccc3)cc(-c3ccccc3)cc2-c2ccccc2)c1
    i | i
CCc1nc(N2CCNCC2)c(C#N)c2c1CSC(C)(C)C2
    i | i
Cc1ccc(C)c(OCC(=O)N2CCN(Cc3ccc4c(c3)OCO4)CC2)c1
    i | i
Cc1cccn2c(=O)c3c(nc12)N1CCC(Cc2ccccc2)CC1C1(C3)C(=O)N(C)C(=O)N(C)C1=O (stereo not given)
    i | i
O=c1[nH]c(=S)n(C2CC2)c(O)c1C=Nc1ccc2c(c1)OCO2
    i | i
Oc1ccccc1C1NCc2ccccc2-n2cccc21 (stereo not given)
    i | i
O=c1c2ccccc2nc(/C=C/c2ccc([N+](=O)[O-])o2)n1-c1ccc(O)cc1
    i | x
C=CCn1c(O)c(C(C)=O)c(=O)[nH]c1=O (tested in a mixture with another compound)
    i | i
C=CCn1c(O)c(C=NCCCOc2ccc(CC)cc2)c(=O)[nH]c1=S
    i | i
CC1(C)CC(N(CCc2ccccc2)Cc2ccccc2)CCO1 (stereo not given)
    i | i
Cn1cnc([N+](=O)[O-])c1Sc1ccc([N+](=O)[O-])cc1
    i | i
Cc1nn(Cc2ccccc2)c(C)c1C(=O)OCC(=O)NC1CCS(=O)(=O)C1 (stereo not given)
    i | i
O=[N+]([O-])O[C@H]1CO[C@H]2[C@@H]1OC[C@H]2O[N+](=O)[O-]
    x | i
CC1(C)NCCN2C(=O)CSC21 (stereo not given)
    i | i
Cc1ccc(C(=O)NC2CC3CCC(C2)N3)cc1 (stereo not given)
    i | i
CCCc1nc2ccc(Br)cc2c(=O)n1-c1ccc([N+](=O)[O-])c(C(F)(F)F)c1
    -6.04* | i
OC1/C(=C/c2ccc(Cl)cc2Cl)N2CCC1CC2 (stereo not given)
    i | i
O=C(Nc1nc(-c2ccccc2)c(-c2ccccc2)s1)c1ccc(S(=O)(=O)N(CCCl)CCCl)cc1
    i | i
O=C1OCc2cc(N=Nc3c(O)[nH]c(=O)[nH]c3=O)ccc21
    i | i
Cc1ccccc1-n1c(O)c(/C=N/NC(=O)c2ccccc2O)c(=O)[nH]c1=S
    i | i
CCCOc1ccccc1C1SCC(=O)Nc2c1c(=O)[nH]n2C(C)CCC (stereo not given)
    i | i
COC(=O)Cn1cc(/C=C2\C(=O)NC(=O)N(c3ccc(OC)cc3)C2=O)c2ccccc21
    i | i
Cc1cc(OC(C)C(=O)NCc2ccncc2)c2c3c(c(=O)oc2c1)CCCC3 (stereo not given)
    i | i
O=C(c1cc2cc(Cl)ccc2[nH]1)N1CCC2(CC1)OCCO2
    i | i

# Remaining list, next part
# Below each SMILES: KCNQ2 inh | CHT block
O=c1[nH]c(=O)n(Cc2ccco2)c(O)c1C=NCc1cccs1
    i | i
CN(C)P(=NC(=S)c1cccn1C)(N(C)C)N(C)C
    i | i
CC(=O)[C@@]1(O)CC[C@H]2[C@@H]3CC=C4C[C@@H](O)CC[C@]4(C)[C@H]3CC[C@@]21C
    i | i
NCCc1ccccc1
    i | i
Cc1ccc(CN2CCCN(Cc3ccc(Cl)cc3)S2(=O)=O)cc1
    i | i
Cc1ccc2nc(C)n(-c3ccc(F)cc3)c(=O)c2c1
    i | i
Cc1ccc(CN2CCCC(C(=O)c3cccc(C(F)(F)F)c3)C2)o1 (stereo not given)
    i | i
Cc1cc(Oc2cc(NN3CCCCC3)c([N+](=O)[O-])cc2[N+](=O)[O-])ccc1[N+](=O)[O-]
    i | i
COc1ccc2c(c1)c(CCN)c(C)n2Cc1ccccc1
    i | i
O=C1NC(=S)NC(=O)C1C/C=C/c1ccccc1
    i | i
Cc1nn(Cc2ccccc2)c(C)c1C=C1C(=O)NC(=O)NC1=O
    i | i
Cc1cccc(-n2c(-c3ccco3)nc3ccccc3c2=O)n1
    i | i
O=c1[nH]c(=O)n(-c2ccccc2F)c(O)c1C=NCCC1=CCCCC1
    i | i
CCCNC(=O)c1c(N)n(Cc2ccco2)c2nc3ccccc3nc12
    i | i
CCN1CCC(NCC2CCCCC2)CC1
    i | i
COP(=O)(OC)C(NS(=O)(=O)c1ccccc1)C(Cl)(Cl)Cl (stereo not given)
    i | i
CCC(=Nc1ccc(OC)cc1OC)c1c(O)[nH]c(=O)[nH]c1=O
    i | i
COc1ccc(N2CCN(Cc3nc4ccccc4[nH]3)CC2)cc1
    i | i
O=[N+]([O-])c1ccc(Cl)c([N+](=O)[O-])c1
    x | i
O=P(O)(Oc1ccccc1)OC(c1ccccc1)C(F)(F)F (stereo not given)
    i | i
CCC(=O)c1cn(Cc2ccccc2C#N)c2ccccc12
    i | i
CCN(CC)c1ccc(CNCCc2ccccc2F)cc1
    i | i
CCOC(=O)c1c(-n2c(C)cc(/C=C3/C(=O)NC(=O)N(CC)C3=O)c2C)sc2c1CCCC2
    i | i
Cc1c(C(c2ccc(Br)cc2)c2c(O)c3ccccc3oc2=O)c(=O)n(-c2ccccc2)n1C (stereo not given)
    i | i
O=CC(Cl)P(=O)(N1CCCCC1)N1CCCCC1 (stereo not given)
    i | i
CCN1C[C@]2(OC(=O)c3ccccc3NC(C)=O)CCC(OC)C34C5C[C@H]6C(OC)[C@]5(O)[C@](O)(C[C@@H]6OC)C(C[C@@H]32)[C@H]14 (stereo not given in full)
    i | i
CC(=O)N(C1=NCCCS1)c1ccccc1Cl
    i | i
Cc1ccc(-n2c(O)c(/C=C/C=Nc3ccccc3)c(=O)[nH]c2=O)cc1
    i | i
CCOc1ccccc1C1SCC(=O)Nc2c1c(=O)[nH]n2C(CC)CC (stereo not given)
    i | i
C=CCn1c(O)c(C(=O)CCCCCC)c(=O)[nH]c1=O
    i | i

# Part of the list above, with tabs:
Compound	KCNQ2 inh	CHT block
Cc1cccc(-n2c(-c3ccco3)nc3ccccc3c2=O)n1	i	i
COc1ccc(N2CCN(Cc3nc4ccccc4[nH]3)CC2)cc1	i	i
O=[N+]([O-])O[C@H]1CO[C@H]2[C@@H]1OC[C@H]2O[N+](=O)[O-]	x	i
O=CC(Cl)P(=O)(N1CCCCC1)N1CCCCC1 (stereo not given)	i	i
Cc1cc(Oc2cc(NN3CCCCC3)c([N+](=O)[O-])cc2[N+](=O)[O-])ccc1[N+](=O)[O-]	i	i
O=C(c1cc2cc(Cl)ccc2[nH]1)N1CCC2(CC1)OCCO2	i	i
C=CCn1c(O)c(C=NCCCOc2ccc(CC)cc2)c(=O)[nH]c1=S	i	i

# Next section
# Below each SMILES: KCNQ2 inh | CHT block
CN(C)C(=O)Oc1ccnc2cc(Cl)ccc12
    i | i
CCOc1c(P(=S)(N(C)C)N(C)C)c(C)nn1-c1ccccc1
    i | i
O=c1[nH]c(=O)n(CCC2=CCCCC2)c(O)c1C=NCCCn1ccnc1
    i | i
CCCn1nc2ccccc2c1P(=O)(N1CCOCC1)N1CCOCC1
    i | i
O=C(NC(=O)c1c(F)cccc1F)Nc1cc(Cl)c(F)c(Cl)c1F
    i | i
Cc1ccsc1C(=O)C1CCCN(Cc2cn(C)nc2C)C1 (stereo not given)
    i | i
CCC(C)N1CCN(C(=O)COc2ccc3ccccc3c2)CC1 (stereo not given)
    i | i
CC(=O)Nc1ccc(OC(=O)c2ccccc2N)cc1
    i | i
O=[N+]([O-])c1ccc(N2CCCC2)c2ccncc12
    i | i
COc1ccc(CC(=O)N2C[C@H]3C[C@@H](C2)c2cccc(=O)n2C3)cc1
    i | i
CCOC(=O)c1cc(C(O)(C(=O)OC)C(F)(F)F)c(/N=C/N(C)C)o1 (stereo not given)
    i | i
CN1CCN(C(=O)COc2ccc(S(=O)(=O)NCc3ccccc3)cc2Cl)CC1
    i | i
CCn1cc(CN2CCCC(C(=O)c3sccc3C)C2)cn1 (stereo not given)
    i | i
[O-][n+]1onc2c1CCC1N(O)CCC21O (stereo not given)
    i | i
CCC1CN(C)CCC1(OC(C)=O)c1ccccc1 (stereo not given)
    i | i
CN(C)C(=O)Oc1c(Cl)cc(Cl)c2ccccc12
    i | i
Fc1ccccc1CCNCc1cccc2ccccc12
    i | i
CN1C(=O)CN=C(c2ccc(Cl)cc2)c2cc(Cl)ccc21
    i | i
CCN1CCC(N(C)C2CCCCC2)CC1
    i | i
O=C1CCN(C(=O)CNC(=O)Cc2ccccc2)CC1
    i | i
CN(C)c1ccc(C(=O)N/N=C/C23CC[C@@H](O)CC2(O)CC[C@@H]2[C@@H]3CCC3(C)C(C4=CC(=O)OC4)CCC23O)cc1 (stereo not given in full)
    i | i
Cc1ccc(S(=O)(=O)N(C)c2ccc(C(=O)NCC3(N(C)C)CCCCC3)cc2)cc1
    i | i
COc1cc(C(C)=O)ccc1OC(=O)N(C)c1ccccc1
    i | i
CCCCCCCSc1cc(OC)c(CCN(C)C)cc1OC
    -7.74* | i
COc1ccc(CN2C(=O)NC(=O)/C(=C\c3cccc(OC)c3OC)C2=O)cc1
    i | i
CSC1=NP(=S)(SC)N2CCCC2=C1C#N (stereo not given)
    i | i
C=CCn1c(O)c(C(C)=NCCCN2CCOCC2)c(=O)[nH]c1=O
    i | i
Cc1cc(=O)oc2c(C)c(OCC(=O)N3CCN(Cc4ccccc4)CC3)ccc12
    i | i
C=COCCn1c(C)c(C(=O)OCC)c2cc(O)ccc21
    i | i
CCC1(OC(=O)CN)C(=O)OCc2c1cc1n(c2=O)Cc2cc3ccccc3nc2-1 (stereo not given)
    i | i

# Full records from above. Order of values: KCNQ2 inh, CHT block
# `C=COCCn1c(C)c(C(=O)OCC)c2cc(O)ccc21` is listed with i, i
# `CN(C)c1ccc(C(=O)N/N=C/C23CC[C@@H](O)CC2(O)CC[C@@H]2[C@@H]3CCC3(C)C(C4=CC(=O)OC4)CCC23O)cc1` (stereo not given in full) is listed with i, i
# `Cc1ccsc1C(=O)C1CCCN(Cc2cn(C)nc2C)C1` (stereo not given) is listed with i, i
# `[O-][n+]1onc2c1CCC1N(O)CCC21O` (stereo not given) is listed with i, i

# Next compounds
# Below each SMILES: KCNQ2 inh | CHT block
O=c1[nH]c(=O)n(Cc2ccco2)c(O)c1/C=N/N1CCCCCC1
    i | i
COc1ccc(NC(=S)NC(NC(=O)CF)C(Cl)(Cl)Cl)c([N+](=O)[O-])c1 (stereo not given)
    i | i
COc1ccccc1CCNC1CCCCCC1
    i | i
COc1ccc(/C=C/C(=O)c2c(O)n(CCC3=CCCCC3)c(=O)[nH]c2=O)cc1
    i | i
COc1cc(CN2C(=O)NC(=O)C3(Cc4cc(C)ccc4N(C)C3)C2=O)cc(OC)c1 (stereo not given)
    i | i
O=C(N/N=C/c1c(O)n(C2CC2)c(=S)[nH]c1=O)c1ccccc1O
    i | i
Cc1c(C(=O)c2ccccc2)c2ccccc2n1C
    i | i
Cc1cc(C=C2C(=O)N(C)C(=S)N(C)C2=O)c(C)n1-c1cccnc1
    i | i
CN1CCC(c2c[nH]c3ccccc23)C1 (stereo not given)
    i | i
Cc1ccc(CN2CCN(CC(=O)N3CCC4(CC3)OCCO4)C2=O)cc1
    i | i
Cc1c(C)c2ccc(OCC(=O)N3C[C@H]4C[C@@H](C3)c3cccc(=O)n3C4)c(C)c2oc1=O
    i | i
COc1cccc(CNC(=O)CCC(=O)N2C[C@H]3C[C@H](C2)c2cccc(=O)n2C3)c1OC
    i | i
O=C1NC(=S)NC(=O)C12C(c1ccccc1)NC(=S)NC2c1ccccc1 (stereo not given)
    i | i
CCOCCCNC(=O)CN1C2CCC1CC(O)(c1ccc(OC)cc1)C2 (stereo not given)
    i | i
Cc1cc2oc(=O)cc(-c3cc4ccccc4o3)c2cc1OC(=O)N(C)C
    i | i
CCN(CC)CC(=O)Nc1ccc(Cl)cc1C(=O)c1ccccc1
    i | i
CCn1c(O)c(C=NCCN2CCOCC2)c(=O)[nH]c1=S
    i | i
O=C(COc1ccccc1)N1CCN(C2CCCC2)CC1
    i | i
CC1(C)Cc2c(sc3c2C(=O)NC(c2cccnc2)N3)CO1 (stereo not given)
    i | i
O=C1NC(=O)C(=CN2CCc3ccccc32)C(=O)N1
    i | i
CC(=NCCO)c1c(O)n(C2CCCCC2)c(=O)[nH]c1=O
    i | i
CN(C)CCN=Cc1c(O)n(Cc2ccco2)c(=O)[nH]c1=O
    i | i
Cc1cc(/C=C2\C(=O)NC(=O)N(c3ccc(Cl)cc3)C2=O)c(C)n1C
    i | i
CCCCCn1c(=O)c(C(=O)Nc2ncccc2C)c(O)c2ccccc21
    i | i
CCCCCCC(N)CC(=O)O (stereo not given)
    i | x
COc1ccc(CCNCc2cccn2C)cc1
    i | i
CC(=O)c1ccccc1NC(=O)C1C2CCC(O2)C1C(=O)O (stereo not given)
    i | i
COC(=O)C1=C(c2cccc(OC)c2OC)C[C@@H]2CC[C@H]1N2C(=O)NCCO
    i | i
Fc1ccc(C(OCCN2CCCC2)c2ccc(F)cc2)cc1
    i | i

# Some of the compounds tested. The share of hits here may be higher or lower than overall.
